# Screening data (PubChem BioAssay)
# NFkB transloc pot: enhancers of NFkB p65 translocation in HUVEC – imaging, IL-1B stimulus, high-content imaging, primary screen. actives 0.3% (n = 94,000). activation, % at 2 µM. HUVEC IL-1B NFkB p65 nuclear translocation imaging;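 active means activation above 40%, about the mean plus 3 SD, also judged a hit on visual image review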;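 further: percent activation is computed from the nuclear over cytoplasmic p65 intensity ratio; values of inactives mirror those of a sister screen read the other way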
# Bcl-B TR3 displacers: displacers of TR3 peptide from Bcl-B, primary screen, selectivity assay for Bfl-1 inhibitor project, biochemical, fluorescence polarization; actives 0.11% (n = 96,000); AID 748, 2007; Bcl-2-like protein 10 (Homo sapiens); one-dose displacement, % at 20 µM; IC50 in µM for titrated hits; FP displacement of FITC-TR3 peptide from Bcl-B; higher % means a stronger effect;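 active means displacement above 50% at 20 µM plus a fluorescence interference ratio under 1.5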;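 further: plate controls were wells without compound for no effect and wells lacking Bcl-B protein for full effect; a part of the inactive calls stands beside numbers as strong as those of hits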
# MRP reversal: reversal of MRP1-mediated doxorubicin resistance, primary screen, H69AR cells, doxorubicin co-treatment; actives 0.04% (n = 85,000); H69AR cells + 2 uM doxorubicin, CellTiter-Glo, 72 h; differential viability (reversal), % at 10 µM;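 active means viability drop by adding the cancer drug above about 55%, with treated viability meeting a 40% cutoff, limit read from the data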;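 further: viability without doxorubicin minus viability with 2 µM doxorubicin for each compound; larger differential means the compound sensitizes cells more to doxorubicin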
# NFkB transloc inh: inhibitors of IL-1B driven NFkB p65 nuclear import, primary screen, imaging, HUVEC, IL-1B stimulus, high-content imaging; HUVEC IL-1B NFkB p65 nuclear translocation imaging; inhibition, % at 2 µM; actives 0.43% (n = 94,000);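 active means inhibition above about 30% together with a positive call from visual inspection of the well image, limit read from the data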;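 further: nuclear over cytoplasmic p65 intensity ratio measured by imaging; 0% = IL-1B stimulated DMSO wells and 100% = unstimulated DMSO wells; values of inactives mirror those of a sister screen read the other way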
# PLAP inhibitors HTS: PLAP enzyme inhibitors, biochemical, luminescence, HTS (AID 690). purified PLAP, luminescent substrate; higher % means a stronger effect. inhibition, % at 20 µM; hits with a dose series show IC50 in µM. actives 0.08% (n = 96,000); in the data active means a potency from the dose series; inactive means the rest, 99 in 100 with inhibition below about 30%; further: strong numbers were not always called active
# MRP reversal cytotoxicity: second read-out of MRP reversal, no call of its own (marks repeat the call); viability, %; H69AR cells, CellTiter-Glo, 72 h; measured here: cytotoxicity without doxorubicin
# MRP reversal with doxorubicin: further read-out of MRP reversal, marked with its call; viability, %; measured here: viability with 2 uM doxorubicin; active compounds read low
# NFkB transloc inh cell count 2 µM: also measured in NFkB transloc inh; calls as there; cell count; measured here: cells passing quality filter;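 raw number of nuclei counted in each imaged well without normalization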
# NFkB transloc pot cell count 2 µM: further read-out of NFkB transloc pot, marked with its call; cell count; measured here: cells passing quality filter
# Active calls of the source: *; / = not tested or not shown. These rows are one share of the data; the hit share may differ from the screen's.
cpd	Compound	NFkB transloc pot	NFkB transloc pot cell count 2 µM	Bcl-B TR3 displacers	MRP reversal	MRP reversal cytotoxicity	MRP reversal with doxorubicin	NFkB transloc inh	NFkB transloc inh cell count 2 µM	PLAP inhibitors HTS
1	O=S(=O)(N1CCOCC1)n1c(Cc2ccccc2)nc2ccccc21	-4	121	-7%	11	87	76	4	121	-70%
2	CC(=O)Nc1ccc(Nc2ncc([N+](=O)[O-])c(Nc3ccc(NC(C)=O)cc3)n2)cc1	39	158	8%	/	/	/	-39	158	11%
3	Cc1cc(NC(=O)CCC(=O)N(Cc2cccs2)C(C(=O)NC2CCCC2)c2ccccc2)no1 (configuration not stated)	-2	174	/	1	93	92	2	174	/
4	CC(NC(=O)C(=O)NN=C1CCCCCCCCCCC1)c1ccccc1 (configuration not stated)	5	159	0%	/	/	/	-5	159	-2%
5	CC(C)C(C)NC(=O)COc1ncnc2ccccc12 (configuration not stated)	7	157	-12%	/	/	/	-8	157	7%
6	CCCCSc1nc(C)c(CC(=O)O)c(=O)[nH]1	/	/	2%	6	96	90	/	/	-4%
7	CC(C)CNc1nc(=S)nc(N(C)C)[nH]1	-37	108	-7%	/	/	/	37*	108*	-18%
8	COc1cc(-c2nnc(SCC(=O)N3c4ccccc4Sc4ccccc43)o2)cc(OC)c1OC	4	133	/	3	78	75	-4	133	/
9	COc1ccc(-n2nnnc2SCC(=O)NC(=O)Nc2ccc3c(c2)OCCO3)cc1	13	172	-2%	-1	84	85	-13	172	-5%
10	c1ccc(-c2nc(N3CCN(c4ccccc4)CC3)nc(-n3ccnc3)n2)cc1	-6	90	16%	25	63	38	6	90	10%
11	CCOc1ccc(C(=O)Nc2ccncc2)cc1	-8	99	-1%	35	105	70	8	99	21%
12	CC(C)CC(C(=O)NCC1CCCO1)N(C(=O)Cn1nnc(-c2ccc(F)cc2)n1)c1ccccc1F (configuration not stated)	5	148	4%	/	/	/	-5	148	-34%
13	COc1cc(C(=O)NCc2ccc(-c3nc4ccccc4o3)cc2)cc(OC)c1OC	19	154	-22%	8	64	57	-19	154	0%
14	Cc1n[nH]c(=S)c2nn(-c3cccc(Cl)c3)c(C)c12	-2	127	3%	/	/	/	2	127	-7%
15	CC(C)OCCCNC(=O)c1cccs1	28	127	-2%	-3	95	97	-28	127	16%

# Reformatted field by field: entries from further up
9: COc1ccc(-n2nnnc2SCC(=O)NC(=O)Nc2ccc3c(c2)OCCO3)cc1
  NFkB transloc pot: 13	NFkB transloc pot cell count 2 µM: 172	Bcl-B TR3 displacers: -2%	MRP reversal: -1	MRP reversal cytotoxicity: 84	MRP reversal with doxorubicin: 85	NFkB transloc inh: -13	NFkB transloc inh cell count 2 µM: 172	PLAP inhibitors HTS: -5%
5: CC(C)C(C)NC(=O)COc1ncnc2ccccc12 (configuration not stated)
  NFkB transloc pot: 7	NFkB transloc pot cell count 2 µM: 157	Bcl-B TR3 displacers: -12%	MRP reversal: /	MRP reversal cytotoxicity: /	MRP reversal with doxorubicin: /	NFkB transloc inh: -8	NFkB transloc inh cell count 2 µM: 157	PLAP inhibitors HTS: 7%

# Carrying on:
cpd	Compound	NFkB transloc pot	NFkB transloc pot cell count 2 µM	Bcl-B TR3 displacers	MRP reversal	MRP reversal cytotoxicity	MRP reversal with doxorubicin	NFkB transloc inh	NFkB transloc inh cell count 2 µM	PLAP inhibitors HTS
16	COc1cc(C(=O)Nc2ccc(S(=O)(=O)N3CCc4ccccc43)cc2)cc(OC)c1OC	22	161	-110%	-17	40	58	-22	161	-59%
17	CCOC(=O)C1CCCN(C(=O)c2ccc(C)cc2O)C1 (configuration not stated)	6	147	-4%	/	/	/	-6	147	-28%
18	COc1ccc(C(=O)/C=C/Nc2ccc([N+](=O)[O-])cc2C)cc1OC	17	172	-16%	/	/	/	-17	172	4%
19	Cn1cccc1C1(C(F)(F)F)NCCNC1=O (configuration not stated)	/	/	-1%	-5	100	105	/	/	-27%
20	CC(=O)c1cccc(NC(=O)N2CCCC2C(=O)NCc2ccc(F)cc2)c1 (configuration not stated)	-4	97	1%	3	90	87	4	97	-9%
21	CC(Sc1ncnc2ccccc12)C(=O)Nc1ccc2c(c1)OCO2 (configuration not stated)	24	159	-15%	11	74	62	-24	159	17%
22	CC(C)n1ncc(C(N)=O)c1N	20	100	2%	4	103	99	-20	100	-8%
23	N#Cc1cccc(NC(=O)CCn2ccnc2)c1	-18	158	0%	-15	91	106	18	158	4%
24	CC1CCN(c2nc(-c3ccco3)c3c(c2C#N)CC(C)(C)OC3)CC1	/	/	32%	-23	52	74	/	/	-46%
25	Cc1cnn(CCC(=O)NNC(=S)Nc2ccc(F)cc2)c1	/	/	6%	/	/	/	/	/	-126%
26	CCc1nnc(NC(=O)CSc2nnc(-c3ccco3)n2C)s1	1	242	12%	13	110	97	-1	242	-20%
27	CCN(CC)c1ccc(C(=S)N2CCN(c3ccccc3)CC2)cc1	13	116	-4%	0	89	89	-13	116	29%
28	CCOC(=O)c1cnn(-c2ccccc2)c1N	22	164	-4%	8	98	91	-22	164	2%
29	Cc1nc(SCC(=O)NC(C)c2ccccc2)c2oc3ccccc3c2n1 (configuration not stated)	3	114	-4%	-19	58	77	-3	114	-39%
30	CCCCCC(=O)N1CC2(CC(c3cccc(NC(=O)c4ccccc4)c3)=NO2)C[C@@H]1C(N)=O (some centres not stated)	3	107	11%	/	/	/	-3	107	-40%

# Additional entries follow.
cpd	Compound	NFkB transloc pot	NFkB transloc pot cell count 2 µM	Bcl-B TR3 displacers	MRP reversal	MRP reversal cytotoxicity	MRP reversal with doxorubicin	NFkB transloc inh	NFkB transloc inh cell count 2 µM	PLAP inhibitors HTS
31	CC(=O)Nc1nnc(SCC(=O)NCC2CCCO2)s1 (configuration not stated)	/	/	8%	/	/	/	/	/	-5%
32	COc1ccc(C(CC(=O)Nc2ccc(F)cc2)c2ccccc2)cc1 (configuration not stated)	-7	126	7%	/	/	/	7	126	1%
33	Cc1ccc(NCc2nnc(SCC(=O)N(Cc3ccccc3)C(C)(C)C)o2)c(C)c1	-1	167	-3%	3	94	91	1	167	-40%
34	CCCn1c(CC)nc([N+](=O)[O-])c1Sc1ccc(F)cc1	9	197	22%	/	/	/	-9	197	-7%
35	CC(=O)Nc1ccc(S(=O)(=O)N(CCO)Cc2ccccc2)cc1	29	177	-11%	-4	95	99	-29	177	8%
36	Cc1nc(NCc2ccccc2)c(C(N)=O)c2c1COC(C)(C)C2	/	/	-1%	/	/	/	/	/	-19%
37	CCOC(=O)Cc1csc(NC(=O)CSc2nnc(C(C)C)n2C)n1	/	/	-7%	8	97	88	/	/	-2%
38	CCCN1C(=O)C2(C(C(=O)c3ccc(C)o3)=C(O)C(=O)N2CCCN2CCOCC2)c2ccccc21 (configuration not stated)	13	109	-3%	-12	78	90	-13	109	-21%
39	O=C(ON=C1CCN(S(=O)(=O)c2ccccc2)CC1)c1ccc(F)cc1	18	127	/	/	/	/	-18	127	/
40	CCOC(=O)/C=C1\SCC(=O)N1CC(=O)NC1CCCCC1	7	112	-6%	8	92	84	-7	112	7%
41	CC1CCN(c2ccc(C(=O)O)cc2N)CC1	-1	170	30µM*	/	/	/	0	170	-60%
42	Cc1cc(C)cc(Oc2ncnc3c2ncn3Cc2c(Cl)cccc2Cl)c1	-5	164	-6%	4	78	74	5	164	-22%
43	COC(=O)C1(C(O)C(=O)c2ccc(C)cc2C)CCCCC1 (configuration not stated)	4	148	0%	0	99	99	-4	148	17%
44	Cc1c(C(=O)Nc2ccccc2Cl)oc2ccc(S(=O)(=O)N3CCC4(CC3)OCCO4)cc12	5	169	-12%	1	65	64	-5	169	-15%
45	COCCN1C=C(C(=O)OC)C(c2ccccc2C(F)(F)F)C(C(=O)OC)=C1	-9	161	-2%	-21	53	74	9	161	-17%

# Whole records as entered above. Order of values: NFkB transloc pot	NFkB transloc pot cell count 2 µM	Bcl-B TR3 displacers	MRP reversal	MRP reversal cytotoxicity	MRP reversal with doxorubicin	NFkB transloc inh	NFkB transloc inh cell count 2 µM	PLAP inhibitors HTS
# Cc1c(C(=O)Nc2ccccc2Cl)oc2ccc(S(=O)(=O)N3CCC4(CC3)OCCO4)cc12 reads 5	169	-12%	1	65	64	-5	169	-15%
# CC(C)OCCCNC(=O)c1cccs1 reads 28	127	-2%	-3	95	97	-28	127	16%

# Laid out differently: 3 of the compounds above
# Values run as follows: NFkB transloc pot | NFkB transloc pot cell count 2 µM | Bcl-B TR3 displacers | MRP reversal | MRP reversal cytotoxicity | MRP reversal with doxorubicin | NFkB transloc inh | NFkB transloc inh cell count 2 µM | PLAP inhibitors HTS
31	CC(=O)Nc1nnc(SCC(=O)NCC2CCCO2)s1 (configuration not stated)
 : / | / | 8% | / | / | / | / | / | -5%
32	COc1ccc(C(CC(=O)Nc2ccc(F)cc2)c2ccccc2)cc1 (configuration not stated)
 : -7 | 126 | 7% | / | / | / | 7 | 126 | 1%
33	Cc1ccc(NCc2nnc(SCC(=O)N(Cc3ccccc3)C(C)(C)C)o2)c(C)c1
 : -1 | 167 | -3% | 3 | 94 | 91 | 1 | 167 | -40%

# Next section
cpd	Compound	NFkB transloc pot	NFkB transloc pot cell count 2 µM	Bcl-B TR3 displacers	MRP reversal	MRP reversal cytotoxicity	MRP reversal with doxorubicin	NFkB transloc inh	NFkB transloc inh cell count 2 µM	PLAP inhibitors HTS
46	FC(F)(F)c1cc(C(F)(F)F)n2nc(-c3sccc3-n3cccc3)cc2n1	2	161	-4%	/	/	/	-2	161	7%
47	CCOC(=O)c1cc(-c2ccc(C)cc2)n(CCC(=O)NCCN(C)C)c1C	15	137	-8%	9	87	78	-16	137	-58%
48	O=C(c1ccccc1NS(=O)(=O)c1ccc(F)cc1)N1CCCC1	16	197	2%	6	109	103	-16	197	-14%
49	COc1cccc(C2CC(=O)N3CN(c4ccccc4F)CSC3=C2C#N)c1 (configuration not stated)	-2	183	8%	0	97	97	2	183	12%
50	O=C(c1cc2sccc2n1Cc1ccc(F)cc1)N1CCCc2ccccc21	-2	116	/	26	93	67	2	116	/
51	Cc1ccccc1OCCCCCNCCO	/	/	-3%	/	/	/	/	/	-4%
52	COc1cc(C2NC(=O)NC(O)(C(F)(F)F)C2C(=O)c2ccc(Cl)cc2)ccc1O (configuration not stated)	28	199	1%	/	/	/	-28	199	-6%
53	O=C(CN(Cc1ccccc1Cl)C(=O)Cn1nnc(-c2cccs2)n1)NCC1CCCO1 (configuration not stated)	/	/	5%	-6	79	84	/	/	-71%
54	COc1ccc(-c2cc(-c3ccc(F)cc3)nc(N3CCN(C)CC3)n2)cc1	5	153	-14%	-21	47	68	-5	153	/
55	COc1ccc(NC(=O)N2CCCc3ccccc32)cc1	5	142	-7%	3	93	90	-5	142	20%
56	CCCCNC(=O)C1CC(=O)N(C2CCCC2)C1 (configuration not stated)	11	154	6%	2	87	84	-11	154	18%
57	CC(Oc1ccc(F)cc1)C(=O)Nc1ccc2ccccc2c1 (configuration not stated)	20	56	3%	11	105	94	-2	174	-1%
58	CCOC(=O)c1c(NC(=O)CSc2nnc(CNc3ccc(F)cc3)o2)sc(C(C)=O)c1C	-11	55	-205%	18	88	70	11	55	-54%

# Three entries already listed, arranged by their value in Bcl-B TR3 displacers, ascending.
item	SMILES	NFkB transloc pot	NFkB transloc pot cell count 2 µM	Bcl-B TR3 displacers	PLAP inhibitors HTS
58	CCOC(=O)c1c(NC(=O)CSc2nnc(CNc3ccc(F)cc3)o2)sc(C(C)=O)c1C	-11	55	-205%	-54%
52	COc1cc(C2NC(=O)NC(O)(C(F)(F)F)C2C(=O)c2ccc(Cl)cc2)ccc1O (configuration not stated)	28	199	1%	-6%
57	CC(Oc1ccc(F)cc1)C(=O)Nc1ccc2ccccc2c1 (configuration not stated)	20	56	3%	-1%
